# D3 antag: qHTS of D3 Dopamine Receptor Antagonist: qHTS; max response, negative = inhibition, %; D3R cells, DiscoveRx beta-arrestin luminescence, antagonist mode; hits give low values; AID 652054, 2013; 360,000 tested, 2.5% active; D(3) dopamine receptor (Homo sapiens), P35462; in the data active = max response below about -50%; inconclusive = no clear call, values can overlap the other calls; also: % is scaled to controls: 0 for no effect and ±100 for the full control effect; mostly tested at two doses, the higher about 12 µM
#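 Cells plated overnight at 1500 cells/well, then exposed to library compounds with dopamine controls for 90 minutes at 37 degrees C. DiscoveRx reagent added for 30–60 minutes at room temperature; luminescence read, quantitative HTS format.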
# D3 ag: qHTS of D3 Dopamine Receptor Agonist: qHTS | 410,000 tested, 0.58% active | AID 652048, 2013 | max activation, % | D3R DiscoveRx beta-arrestin cells, luminescence, 90 min; in the data active = max activation above about 30%; also: 0% is about no effect; mostly tested at two doses, the higher about 12 µM
#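 Agonist mode: compounds and dopamine controls were applied to plated cells for 90 min at 37 degrees C after an overnight attachment at 1500 cells/well. Luminescent read-out followed 30 - 60 minutes at room temperature with DiscoveRx detection reagent.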
# HEK293 tox: qHTS of GLP-1 Receptor Inverse Agonists: Cytotox Screen | HEK293 cAMP-luciferase reporter cells, luminescence, 24 h | 410,000 tested, 0.13% active | Potency, µM (doses to about 38.3 µM), for inactives: top-dose activity change, negative = inhibition, most hits filed as inhibitors;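 also: loss of luciferase light is scored as toxicity; potency is read from the fitted curve at half-maximal effect; % is scaled to controls: 0 for no effect and ±100 for the full control effect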
#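 Compound-treated cells are incubated 24 hr at 37 deg C under 5% CO2 after a 12 hour attachment period, then luciferase detection reagent is added and luminescence is measured following 12 min at room temperature; lowered signal indicates toxicity.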
# IL-2 act: qHTS of IL-2 Activators; activation, % (series mostly up to about 46 µM); 360,000 tested, 0.065% active; IL-2 activation reporter assay, cell-based qHTS; stimulated with anti-CD3/CD4/CD28 beads; in transgenic mouse T cells; in the data active = activation above about 50%; inconclusive = mostly about 30% to 49%; also: 0% is about no effect
#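 First, unstimulated transgenic mouse T cells were exposed to compound for 60 min. Next, anti-CD3/anti-CD4-coated beads with anti-CD28 were added. Finally, after 18 h at 37 degrees C, EGFP and DsRed were imaged.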
# PI5P4K alpha inh: qHTS for Inhibitors of phosphatidylinositol 5-phosphate 4-kinase (PI5P4K). PI5P4Kalpha enzyme, ADP-Glo luminescence, 60 min; hits give low values. max response, %. 330,000 tested, 1.2% active. AID 652105, 2013; active = max response of -50% or lower; inconclusive = between -30% and -50%; inactive = -30% or higher; also: value at the top dose of about 77 µM; % is scaled to controls: 0 for no effect and ±100 for the full control effect
#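 PI5P4Kalpha ADP-Glo assay; 5 microM ATP final; 60 min RT reaction; HEPES pH 7.4/EGTA/CHAPS, 5% DMSO; controls lacking substrate or enzyme; luminescent end-point.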
# WRN helicase inh: qHTS for Inhibitors of WRN Helicase. 360,000 tested, 0.46% active. WRN helicase unwinding, fluorescent forked duplex, kinetic. AID 651768, 2012. Potency, µM (titrated, usually from 114 µM), without a hit: top-dose activity change, negative = inhibition, usual class: inhibitors. Bifunctional 3'-5' exonuclease/ATP-dependent helicase WRN (Homo sapiens), Q14191; also: potency is read from the fitted curve at half-maximal effect; % is scaled to controls: 0 for no effect and ±100 for the full control effect; nearly all actives have a fitted effect of over 55% in size
#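 Kinetic red-fluorescence monitoring (525/598 nm) tracks WRN helicase activity after 100 nM fluorophore-quencher forked duplex and 2 mM ATP are added to 20 nM enzyme pretreated 15 min at room temperature with compound.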
# GLP-1R agonist: qHTS of GLP-1 Receptor Agonists; 380,000 tested, 0.007% active; HEK293 GLP-1R CRE-luciferase, luminescence, 4-6 h; cells express a hypersensitive GLP-1R form; Potency, µM (highest dose often 45.6 µM), for inactives: at the highest dose activation, most hits filed as activators; also: potency is read from the fitted curve at half-maximal effect; % of control where 0% means no effect
# GLP-1R inv ag: qHTS of GLP-1 Receptor Inverse Agonists (Inhibition Mode); AID 624417, 2012; Potency, µM (series often up to 38.3 µM), without a hit: top-dose activity change, negative = inhibition, actives largely listed as inhibitors; 410,000 tested, 1.6% active; HEK293 GLP-1R CRE-luciferase, luminescence, 24 h; GLP-1R form is constitutively active; also: potency is read from the fitted curve at half-maximal effect; % is scaled to controls: 0 for no effect and ±100 for the full control effect; nearly all actives have a fitted effect of over 55% in size
#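 qHTS in 1536-well format: reporter HEK293 cells expressing constitutive GLP-1R activity in DMEM + 10% Nu serum, 24 hr with compounds at 37 deg C, luminescence read after 12 min with detection reagent.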
# PLK1 PBD block: qHTS for Inhibitors of PLK1-PDB (polo-like kinase 1 - polo-box domain): Primary Screen. 360,000 tested, 2.8% active. Serine/threonine-protein kinase PLK1 (Homo sapiens), P53350. AID 720504, 2013. Plk1 PBD binding of FITC phosphopeptide, fluorescence polarization. Potency, µM, for the others: max response, negative = inhibition, usual class: inhibitors; also: potency is read from the fitted curve at half-maximal effect; series mostly up to about 57 µM; % is scaled to controls: 0 for no effect and ±100 for the full control effect; nearly all actives have a fitted effect of over 65% in size
# * marks the source's active call; other numbers are inactive results; ? = inconclusive; · = no result given; & = joins results of further samples; [ ] = dose if it differs, or a comment. Unless noted, calls follow the shape of the dose curve; as a rule, active = well fitted curve in the direction sought with a large enough effect; inconclusive = small, poorly fitted or top-dose-only effect, or another doubt; inactive = no such curve, though single readings can be large; an effect the other way counts as inactive or inconclusive. An excerpt. The share of hits here may be higher or lower than overall.
SMILES,D3 antag,D3 ag,HEK293 tox,IL-2 act,PI5P4K alpha inh,WRN helicase inh,GLP-1R agonist,GLP-1R inv ag,PLK1 PBD block
Cc1cccc(C)c1-n1nnnc1C(CCc1ccccc1)N1CCC2(CC1)C(=O)NCN2c1ccccc1 (centres undefined),0.0,-11.3,-4.8%,0.7,11.9,-1.9%,25.9%,16.0%,-9.5%
c1ccc(N2CCN(c3nc(NCc4ccco4)c4ccccc4n3)CC2)cc1,-20.7,-16.6,?,0.8,-23.0,-17.3%,-4.4%,7.08µM*,-2.3%
Cc1cccc(N2C(=O)NC(=O)/C(=C\C=C\c3ccco3)C2=O)c1,-18.0,-4.0,-7.5%,-2.1,-25.4,-34.0%,0.9%,?,?
CC(=NCc1ccco1)c1c(O)n(-c2ccccc2)c(=O)[nH]c1=O,0.2,-3.2,5.9%,-1.5,-2.3,7.5%,-6.6%,0.0%,0.4%
O=C1NCN(c2ccccc2)C12CCN(C(c1cccc3ccccc13)c1nnnn1Cc1ccccc1)CC2 (centres undefined),0.4,-9.2,-11.5%,-0.7,-5.2,2.8%,8.0%,-28.3%,-1.5%
CC1=C[C@@H]2c3cccc4[nH]cc(c34)C[C@H]2N(C)C1,-21.6,53.8*,45.4%[activator],2.3,2.5,-22.3%,4.1%,14.8%,?
CC12CN3CCN(CC(C3)/C1=N/NC(N)=O)C2,29.0,-7.7,-12.4%,0.4,1.0,5.0%,4.5%,5.3%,4.3%
COC(=O)[C@@]1(Cc2ccccc2)[C@H]2C(=O)N(Cc3ccccc3)C(=O)[C@H]2[C@H]2CN=C(SCc3ccc(C#N)cc3)N21,-16.6,-9.9,-4.3%,-0.2,-0.2,-4.5%,-1.0%,?,-9.6%
O=C(c1ccccc1F)c1cn(CC(=O)N2CCCC2)c2ccccc12,-1.3,4.3,-5.7%,1.2,?,10.1%,-4.8%,-13.3%,2.99µM*
COc1ccc(OCC(=O)N2CCN(Cc3ccc(SC)cc3)CC2)cc1,-7.9,3.3&5.1,-11.7%&-1.5%,-0.2,-9.0,3.3%,-2.4%,?,?
O=C1CN(O)C(c2ccccc2)=c2cc(Br)ccc2=N1,-9.1,-0.4,-5.4%,-1.6,4.5,8.7%,5.8%,16.1%,-15.8%
COC(=O)C1=C(c2ccc(S(C)(=O)=O)cc2)C[C@@H]2CC[C@H]1N2C(=O)NC1CCCCC1,?,1.1,2.5%,-2.3,-2.8,-4.4%,8.9%,8.6%,-7.4%
COC(=O)C1=C(c2ccc(Cl)c(C(F)(F)F)c2)C[C@@H]2CC[C@H]1N2C(=O)N1CCC(O)(c2ccc(Cl)cc2)CC1,1.1,0.9,-10.9%,-0.8,5.7,-9.1%,-3.4%,8.91µM*,-5.1%
CCOc1ccc(C2C(C#N)=C(N)Oc3c2c(=O)oc2ccccc32)cc1 (centres undefined),-0.9,1.2,-12.3%,1.1,-2.4,2.6%,-0.6%,19.5%,-1.7%
Cc1ccc(-n2c(/C=C/c3ccccn3)nc3ccccc3c2=O)cc1,11.3,27.3,6.0%,-1.2,0.4,-0.4%[57.1 µM],-3.1%,5.5%,-0.7%
NC(=O)c1sc2nc3c(c(-c4ccccc4)c2c1N)CCC3,7.2,-6.4,56.3%[activator],-3.3,-2.0,-19.3%,1.6%,0.0%,-7.6%
COc1ccc2[nH]cc(CCN=C(N)N)c2c1,1.5,-1.9,3.3%,1.7,4.0,-5.0%,-0.2%,-6.2%,-6.0%
Brc1ccc2[nH]cc(/C=N/N3CCCCC3)c2c1,-27.0,-8.8,-1.8%,-0.3,20.4,-8.9%,6.2%,?,-7.3%
N=c1sc2c(n1Cc1ccccc1)CCCC2,19.6,0.6,-26.8%,0.1,·,-11.8%[57.1 µM],2.8%,-0.6%,-10.4%
O=C(OCC(=O)c1ccc([N+](=O)[O-])cc1)/C(=C\c1ccc(Cl)cc1)NC(=O)c1ccccc1,25.8,-7.3,-5.9%,-0.7,·,-19.2%,0.1%,-19.5%,-8.8%
COc1ccc(CC2C(=O)NC(C)C(=O)N(C)C3C(=O)N(C)C(Cc4ccc(O)c(c4)Oc4ccc(cc4)C3O)C(=O)NC(C)C(=O)NC(C)C(=O)N2C)cc1 (centres undefined),-5.7,-0.4,-37.6%,-6.1,14.4,5.4%,-15.9%,?,1.2%
O=C1OCCC1NC1=NCCC1 (centres undefined),?,-4.4,1.8%,6.2,-0.2,0.8%,-4.5%,1.5%,-4.8%
COc1ccc(C(=O)N/N=C\c2coc3ccc(C)cc3c2=O)cc1,-24.7,-5.8,-5.3%,-2.9,-7.3,-30.6%,-27.3%,?,-12.3%
N=C1C(c2ccccc2)=C(O)CN1Cc1ccco1,-4.7,-11.2,2.0%,-1.4,·,8.3%,0.0%,47.2%[activator],-0.8%
CC(=O)N1CC(=O)Nc2ccc(F)cc2C1c1ccccc1 (centres undefined),-11.9,-0.3&-1.4,4.1%&4.3%,-2.9,0.8,-1.0%,-4.2%,-2.2%&-1.5%,-1.7%

# Additional records:
SMILES,D3 antag,D3 ag,HEK293 tox,IL-2 act,PI5P4K alpha inh,WRN helicase inh,GLP-1R agonist,GLP-1R inv ag,PLK1 PBD block
Cc1ccc(-c2nnc(N3CCN(c4ccccn4)CC3)c3ccccc23)cc1,16.0,6.8,11.2µM*,-0.8,1.3,-9.6%,0.6%,8.91µM*,-1.8%
Cc1cccc(NC(=O)c2cccc(NS(=O)(=O)c3ccc(Cl)cc3)c2)c1,20.2,-11.7,-1.3%,-0.3,-2.3,-33.4%,-20.4%,?,-8.3%
C/C(=C/CCC(C)[C@H]1CC[C@@]2(C)C3=C(CC[C@]12C)[C@@]1(C)CCC(=O)C(C)(C)[C@@H]1CC3)C(=O)O (some centres undefined),?,4.7,10.3%,-3.8,-0.3,79.4µM*,6.0%,2.5%,13.4µM*
COc1cccc(N2CCN(C(=O)c3cc(C)oc3C)CC2)c1,-13.2,-7.9,?,-4.4,4.0,-4.0%,17.3%,?,-5.8%
CN(C)C(=O)Oc1cccc(-c2cn3cc(Cl)ccc3n2)c1,-27.1,3.6,-11.5%,0.2,3.8,4.7%,16.9%,3.7%,-1.1%
COC(=O)C1=C(c2ccc(OCc3ccccc3)cc2)C[C@@H]2CC[C@H]1N2C(=O)NCc1ccc2c(c1)OCO2,-18.6,2.1,-4.0%,-3.2,0.2,-7.6%,4.3%,?,-10.2%
C#C[C@]1(O)CCC2C3C(=O)C=C4C=CCC[C@]4(C)C3CC[C@@]21C (some centres undefined),17.2,3.1,-6.4%,-0.9,2.6,8.4%,22.0%,5.4%,-6.9%
CCCCn1c(N)c(C(=O)OCC2CCCO2)c2nc3ccccc3nc21 (centres undefined),11.6,9.8,203.8%[activator],-3.1,·,-4.5%,4.1%,-10.0%,-0.6%
CCN1CC2([N+](=O)[O-])CC=C(Cl)C([N+](=O)[O-])(C1)C2 (centres undefined),-2.0,-3.4,6.1%[0.307 µM],0.4,2.0,7.1%,9.3%,1.1%[0.307 µM],-11.8%
COCCNCCOc1ccc(C(C)(C)c2ccccc2)cc1,-57.2*,-29.3,-4.7%,-1.8,1.1,-9.2%,9.0%,10µM*,2.4%
CC(C)N1CCN(Cc2cc3c(cc2Cl)OCO3)CC1CCO (centres undefined),-11.1,-16.6,-7.3%,-1.2,0.8,0.3%,15.2%,-17.5%,-1.8%
COc1ccc(C(=O)C2CCCN(Cc3cnc(C)s3)C2)c(OC)c1 (centres undefined),-19.4,-10.4,-23.9%,-0.9,0.8,-16.0%,6.1%,-21.4%,-2.5%
CCOP(=O)(OCC)C(NC(=O)CC(C)C)C(Cl)(Cl)Cl (centres undefined),12.1,2.8,5.6%,-0.4,-4.9,-0.7%,0.0%,8.6%,-7.1%
NC(Cc1ccc(Cl)cc1)c1csc(Nc2ncccn2)n1 (centres undefined),7.1,-2.1,?,-0.1,3.2,2.0%,-7.3%,?,2.1%
C[C@@H]1CN([C@H](C)CO)C(=O)CCCn2nncc2CO[C@@H]1CN(C)C(=O)Oc1ccc2ccccc2c1,-21.8,-10.2,2.7%,-1.8,-8.1,-6.5%,16.0%,-3.7%,-24.5%
CCN1CCN(S(=O)(=O)c2ccc(Cl)c(C(=O)Nc3ccc(C(=O)N(CC)CC)cc3)c2)CC1,9.5,-0.5,-7.0%,-4.2,4.3,11.2%,-2.3%,-24.5%,2.3%
O=C1CN=C(c2ccccc2)c2oc3ccc(Br)cc3c2N1,-11.3,-0.1,-2.7%,-0.8,·,-2.6%,0.2%,1.9%,-3.7%
Nc1ccc2ccccc2c1,16.1,2.9,0.5%,-4.1,-7.6,2.5%,0.1%,5.3%,-8.6%
CNCC(O)c1ccc(O)cc1 (centres undefined),?,9.1&9.9,0.8%,-0.2,-1.6,1.3%,?,34.5%[activator],0.9%
N#CC(C#N)=NNc1ccc2cn[nH]c2c1,-21.3,-4.7,?,-0.6,-63.6*,-23.8%,-11.8%,?,-19.8%
CCCC1=Nc2cc(C(=O)NCCc3ccc(OCC)cc3)ccc2Sc2ccccc21,·,-0.2,-12.7%,·,·,·,0.9%,?,·

# Limited to D3 antag (three entries from above):
molecule | D3 antag
COCCNCCOc1ccc(C(C)(C)c2ccccc2)cc1 | -57.2*
C#C[C@]1(O)CCC2C3C(=O)C=C4C=CCC[C@]4(C)C3CC[C@@]21C (some centres undefined) | 17.2
CCN1CC2([N+](=O)[O-])CC=C(Cl)C([N+](=O)[O-])(C1)C2 (centres undefined) | -2.0

# Screening data deposited in PubChem by National Center for Advancing Translational Sciences (NCATS).
